# From PubChem
# PKA-R2B act: activates the human PKA-R2B holoenzyme complex | PKA-R2B holoenzyme dissociation, Cy5-IP20 fluorescence polarization; R2B truncated from residue 108, S112A mutant; 0% DMSO only, 100% 113 µM cGMP | activation, % at 11.4 µM | 340,000 tested, 0.079% active;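 active = activation above a cutoff set at the mean over all compounds plus 3 SD, cut at about 18% in these data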;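 note: higher means more holoenzyme dissociation and a rise in polarization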
# DAGLB inh: diacylglycerol lipase beta (human) inhibition; Q8NCG7; HEK293T DAGLB membrane lysate, EnzChek fluorogenic substrate; inhibition, % at 5.17 µM; 340,000 tested, 0.059% active; AID 504411; in the data active = inhibition above about 34%;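 note: 0% = enzyme with vehicle and 100% = wells lacking enzyme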
# Target sequence (Q8NCG7 whole entry, looked up): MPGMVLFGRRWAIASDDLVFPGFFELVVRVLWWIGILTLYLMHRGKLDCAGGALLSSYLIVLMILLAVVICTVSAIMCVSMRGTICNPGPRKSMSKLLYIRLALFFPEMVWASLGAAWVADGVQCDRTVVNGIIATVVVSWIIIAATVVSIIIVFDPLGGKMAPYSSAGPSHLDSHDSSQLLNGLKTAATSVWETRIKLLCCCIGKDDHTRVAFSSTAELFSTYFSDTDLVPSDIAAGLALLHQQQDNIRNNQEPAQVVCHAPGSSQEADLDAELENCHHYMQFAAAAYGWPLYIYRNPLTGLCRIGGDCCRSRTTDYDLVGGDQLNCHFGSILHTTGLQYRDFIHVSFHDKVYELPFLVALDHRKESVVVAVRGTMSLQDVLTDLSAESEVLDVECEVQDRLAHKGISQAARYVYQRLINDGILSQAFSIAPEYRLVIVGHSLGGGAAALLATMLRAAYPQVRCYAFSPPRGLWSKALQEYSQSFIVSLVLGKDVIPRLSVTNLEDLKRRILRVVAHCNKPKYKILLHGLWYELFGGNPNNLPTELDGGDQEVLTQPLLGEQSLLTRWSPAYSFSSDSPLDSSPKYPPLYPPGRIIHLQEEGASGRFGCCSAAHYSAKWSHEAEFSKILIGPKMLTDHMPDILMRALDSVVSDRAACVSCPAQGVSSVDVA
# SUMO Mot1 rescue: SUMOylation pathway inhibition by Mot1-301 growth rescue | S. cerevisiae Mot1-301 growth rescue, ATP luminescence, 38.5C; percent above DMSO median, 100 means doubled | growth rescue, % at 18.8 µM | 320,000 tested, 1% active | AID 2716;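 active = every valid replicate shows activation above 250% relative to neutral control wells; inactive = the rest, any valid replicate at or below 250%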;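 note: OY570 slx delta 5 strain wells were the positive control but not used for scaling; some compounds called inactive have numbers as strong as hits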
# HTR5A ag ctr: activates human HTR5A in OPRM1-OPRD1 agonist counter-screen; P47898; HTR5A agonist assay, luminescence, cell-based; activation, % at 9.3 µM; 340,000 tested, 0.61% active; AID 504692; in the data active = activation mostly above about 9.5%, no sharp cut-off; inactive = mostly below about 7.6%;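 note: 0% = cells with vehicle only and 100% = reference agonist; strong numbers were not always called active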
# Target sequence (P47898 whole entry, looked up): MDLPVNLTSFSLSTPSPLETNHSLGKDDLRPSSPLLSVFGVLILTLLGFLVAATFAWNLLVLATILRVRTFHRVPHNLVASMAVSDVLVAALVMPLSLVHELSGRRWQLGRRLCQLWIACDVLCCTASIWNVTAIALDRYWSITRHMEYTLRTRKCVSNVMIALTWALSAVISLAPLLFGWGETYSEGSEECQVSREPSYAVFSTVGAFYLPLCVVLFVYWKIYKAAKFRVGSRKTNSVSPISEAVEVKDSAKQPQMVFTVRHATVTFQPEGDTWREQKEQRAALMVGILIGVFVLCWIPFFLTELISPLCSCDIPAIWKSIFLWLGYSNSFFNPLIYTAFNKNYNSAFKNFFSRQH
# AddAB inh: less growth of phage-infected E. coli with AddAB; E. coli expressing H. pylori AddAB, absorbance growth; inhibition, % at 11.9 µM; 330,000 tested, 0.29% active; AID 435030; in the data active = inhibition above about 12%;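 note: 0% = vehicle wells of infected cells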
# Ecoli viability: reduces bacterial viability in AddAB counter-screen; E. coli V3065 growth, OD600 absorbance, 18 h; inhibition, % at 11.9 µM; 330,000 tested, 0.27% active;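 active = inhibition above the campaign's mean inhibition across all tested compounds plus 3 SD, cut at about 9.9% in these data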;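 note: uninfected addAB+ strain grown without phage in ampicillin broth; 0% = DMSO wells and 100% = ciprofloxacin 0.95 µg/ml wells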
# CDK5 p35 inh: inhibitors of human CDK5/p35 kinase; Q00535+Q15078; Recombinant CDK5/p35, ADP-Glo luminescence, 60 min; inhibition, % at 10 µM; 330,000 tested, 0.01% active;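 active = highest replicate inhibition of at least 50% and at least 75% of replicates reaching 50%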;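 note: plate controls were DMSO neutral control for no effect and GW8510 at 10 µM for full effect; many of its hits are not listed in these tables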
# HTR5A inv ctr: counter-screen for OPRM1-OPRD1 inverse agonists: human HTR5A inverse agonism | P47898 | HTR5A cell line, luminescence | inhibition, % at 9.3 µM | 340,000 tested, 0.083% active | AID 504634; in the data active = inhibition mostly above about 23%, no sharp cut-off; inactive = mostly below about 18%;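 note: 0% = cells with DMSO and 100% = no-cell wells with DMSO; some compounds called inactive have numbers as strong as hits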
# Tat export inh: blocks Tat-dependent protein export in E. coli | inhibition, % at 10 µM | 340,000 tested, 0.036% active | E. coli MC4100 TorA-mCherry Tat export, fluorescence;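 active = mean replicate inhibition at least 50% and at least half of replicates individually reaching 50%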;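 note: exported cargo escapes ClpAP degradation while cytoplasmic cargo is degraded and loses fluorescence; 0% = median of neutral control wells and 100% = median of NaSCN control wells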
# phage Ecoli inh: E. coli growth loss with phage present | growth absorbance | inhibition, % at 11.9 µM | 360,000 tested, 0.26% active | AID 651602; in the data active = inhibition above about 11%
# PKA-R1A act: activators of PKA-R1A complex; P00514+P68181; PKA-R1A dissociation, Cy5-IP20 fluorescence polarization; scaled: DMSO 0%, 113 µM cGMP 100%; activation, % at 11.4 µM; 340,000 tested, 0.083% active;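 active = percent activation above the mean of all tested compounds plus 3 SD, cut at about 19% in these data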;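 note: higher means more PKAc released from R1A so a rise in polarization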
# Starred values were filed as active, the others as inactive; . = no result given. Rows are unselected; overall some 2.3% were active at least once.
Structure	SUMO Mot1 rescue	Ecoli viability	AddAB inh	PKA-R2B act	HTR5A ag ctr	phage Ecoli inh	DAGLB inh	CDK5 p35 inh	HTR5A inv ctr	PKA-R1A act	Tat export inh
CCCCCCNC(=O)c1cn(CC)c2cc(N3CCN(C)CC3)c(F)cc2c1=O	3	97*	98*	-12	1	98*	3	-0.1	-4	2	79*
COc1ccc(CC(=O)OC2CCCN(C)C2)cc1 (stereo not drawn)	3	-0.2	-0.5	-4	1	5.8	0	2.5	-4	-8	-9
CCCCn1c(-c2cccnc2)nc2cc3[nH]c(=O)c(C(C)C)nc3cc21	4	0.8	4.0	-3	1	1.7	3	1.3	-2	8	2
CCOc1cc(-c2sc(Nc3cc(C)ccc3OC)n[n+]2-c2ccccc2)ccc1OC	-19	0.5	4.7	-4	3	0.3	3	-4.6	5	-14	11
Cc1csc(=O)n1CC(=O)OC(C)C(=O)Nc1ccc(F)c(F)c1F (stereo not drawn)	-6	0.0	-1.2	-9	-2	1.1	0	-5.9	2	-2	-2
O=c1c2c(-c3cccs3)csc2[nH]c(=S)n1-c1ccccc1	-2	-0.4	2.0	5	12	2.5	15	0.8	-30	-14	-1
O=C(COc1ccccc1)NC1CCCc2ccccc21 (stereo not drawn)	0	-0.2	1.2	1	3	3.8	-1	-0.1	-6	-2	0
Cc1cc(Cl)ccc1OCC(=O)NC(=S)Nc1ccc(Cl)cn1	-4	.	.	2	10	2.7	-1	3.1	-25	-7	1
O=C(N/N=C/c1ccc(-c2ccccc2)o1)c1ccccc1O	12	1.1	1.7	-8	-9	-0.5	7	1.0	-5	1	1
Nc1c(Cl)c(Cl)nc(C(=O)OCC(=O)N2CCCC2=O)c1Cl	-14	-3.4	5.0	-4	0	3.5	-2	0.4	0	-2	4
COc1ccc(OC)c(NS(=O)(=O)c2cc3c4c(c2)CCN4C(=O)CC3)c1	.	.	.	-9	-2	-1.4	4	0.1	-2	3	3
C=CCc1c(C)nc(C)nc1N/N=C/c1ccc(F)cc1	-5	0.9	3.9	0	-1	1.1	1	-2.1	-3	-7	-8
CCCCOc1nc2ccccc2nc1C(C#N)S(=O)(=O)c1ccccc1 (stereo not drawn)	-5	-0.3	-0.4	4	6	1.7	8	-1.7	-14	-11	-5
C#CCOCCOCCOCCNc1nc(N2CCN(C(=O)[C@H](CO)n3cc([C@@H](N)C(C)C)nn3)CC2)nc(N2CCN(C(=O)[C@H](CCCCN)n3cc([C@@H](N)[C@H](C)CC)nn3)CC2)n1	-11	-1.8	1.9	-1	7	1.0	-5	0.5	-18	0	-10
CCCCn1c(N)c(N(CCOC)C(=O)CSc2ccccc2C)c(=O)[nH]c1=O	14	1.0	0.2	-4	-3	-0.4	5	1.1	8	-2	-6
COc1ccc(N=CC2=C(O)c3ccccc3C2=O)c(OC)c1	-28	0.5	2.8	-4	2	0.2	-2	2.8	-1	0	5
CCOc1ccc(C(=O)OCC(=O)NC2CCCC2)cc1OCC	9	-1.3	-2.4	-1	-1	1.2	2	0.2	5	10	-2
COc1ccc(C(=S)N2CCCCCC2)cc1	217	1.0	4.6	0	0	0.0	1	0.3	-30	0	2
CN(C)/C=C/C(=O)c1cc(N2CCOCC2)ccc1[N+](=O)[O-]	9	-1.0	1.1	5	2	-2.1	2	1.3	-7	4	0
Cc1ccc2occ(C(c3nnnn3Cc3ccccc3)N3CCOCC3)c(=O)c2c1 (stereo not drawn)	-1	-0.2	-1.2	6	7	1.0	0	-0.3	9	2	-7
Cc1ccc(Cn2ccc(C3CC3)n2)cc1	44	-0.3	-0.3	-10	2	-1.3	-2	-1.3	-6	2	5
N#Cc1c2c(c(NCc3ccco3)n3c1nc1ccccc13)CCC2	-5	-1.0	2.8	0	6	-0.8	0	-4.9	-14	4	-10
Cc1ccc(OCC(=O)Nc2ccc(N3CCN(C(=O)c4ccco4)CC3)cc2)cc1C	.	-0.6	-0.3	-13	-2	0.8	1	3.1	38	-8	3
COc1ccccc1NC(=O)CCN1C(=O)C2CC=CCC2C1=O (stereo not drawn)	78	-2.9	-2.5	-2	0	2.8	3	-0.8	-1	-2	-4
O=C(CSc1nnc2ccc(-c3ccccn3)nn12)NCC1CCCO1 (stereo not drawn)	17	1.3	1.5	8	-3	0.0	-2	0.6	-30	1	-2
CCCCCCCCCCCCN1[C@@H](CC(C)=O)c2cc(F)ccc2S1(=O)=O	5	-0.3	3.1	0	-1	0.0	-8	0.7	5	10	5
COC(=O)Cc1[nH]nc2c1C(c1cc(OC)c(OC)c(OC)c1)C(C#N)=C(N)O2 (stereo not drawn)	-11	2.2	3.7	2	1	2.2	-2	0.4	-1	-3	4
Cc1cc2nc(C(F)(F)F)[nH]c(=O)n2n1	3	-0.7	2.4	15	-3	1.2	-1	-0.6	7	-6	10
O=C(O)c1cccc(Cn2cc(Cl)cn2)c1	0	-1.9	-2.5	8	-3	1.6	0	0.2	5	3	4
Cc1ccc(C(=O)COC(=O)CCc2nc3ccccc3[nH]c2=O)cc1C	-12	-0.3	3.4	-8	1	2.8	-3	0.9	-1	-6	5

# Overlap with the part before: two compounds; new compounds follow.
Structure	SUMO Mot1 rescue	Ecoli viability	AddAB inh	PKA-R2B act	HTR5A ag ctr	phage Ecoli inh	DAGLB inh	CDK5 p35 inh	HTR5A inv ctr	PKA-R1A act	Tat export inh
O=C(O)c1cccc(Cn2cc(Cl)cn2)c1	0	-1.9	-2.5	8	-3	1.6	0	0.2	5	3	4
Cc1ccc(C(=O)COC(=O)CCc2nc3ccccc3[nH]c2=O)cc1C	-12	-0.3	3.4	-8	1	2.8	-3	0.9	-1	-6	5
CN(C(=O)CC1C(=O)NCCN1Cc1ccc(F)cc1)C1CCOCC1 (stereo not drawn)	47	-0.3	1.9	5	-4	0.6	-2	0.3	-27	0	-6
O=C(COc1ccccc1)NNC(=O)c1cc2ccccc2o1	9	-2.7	-0.1	-1	-1	2.0	-2	0.1	-1	-7	4
COC(=O)c1cc(OC)c(OC)cc1NC(=S)N1CCN(c2ccccc2)CC1	5	-0.4	3.4	8	-4	0.1	-1	-0.7	10	10	0
O=C(NCc1ccccn1)C1CCN(Cc2cccc(OCc3ccccc3)c2)CC1	-7	-0.2	3.3	3	1	-1.2	0	0.4	48	2	-4
CCC(OCC(O)CN1CCN(CCN2C(=O)c3cccc4cccc(c34)C2=O)CC1)c1ccccc1 (stereo not drawn)	-3	-6.4	3.2	-5	-2	-0.5	-3	1.0	-17	-11	0
O=C(CNc1ccc(F)cc1Cl)Nc1cccc(S(=O)(=O)N2CCCCC2)c1	13	-0.5	2.3	-3	2	1.5	-4	-2.6	-8	-12	6
Cc1ncc(C[n+]2csc(C)c2C)c(N)n1	-6	-2.2	2.6	16	-13	0.7	-4	-0.4	-1	12	4
COc1ccccc1N(C)S(=O)(=O)c1ccc(C(=O)OCC(=O)N(C(C)C)C(C)C)cc1	5	-1.0	1.8	-15	0	-0.6	-2	2.0	-1	-8	-2
Cn1cnnc1SCC(=O)NNC(=O)COc1ccc(Br)cc1	15	-1.4	-0.8	5	-2	3.0	1	-1.1	4	1	0
CCC(CC)CN1CCN=C1Nc1ccccc1	4	-2.0	2.5	6	3	1.4	-3	0.3	-7	1	-1
Cc1ccc2cc(C(c3nnnn3Cc3ccccc3)N3CCc4ccccc43)c(=O)[nH]c2c1 (stereo not drawn)	65	-2.2	0.2	-1	-3	2.4	2	-1.0	-10	-4	-1
Cn1nc(-c2ccccc2)c(CO)c1Sc1ccccc1	1	3.2	4.4	6	4	4.7	-3	0.9	-12	-1	-1
Cc1ccccc1NS(=O)(=O)c1ccc(C(=O)NCC(C)(C)N2CCOCC2)cc1	10	1.9	-1.5	3	2	1.9	0	-0.5	-10	5	7
CN1/C(=C/C=C(/C#N)C(N)=O)C(C)(C)c2ccccc21	10	-1.4	-0.7	-1	-1	3.6	-4	3.5	2	-1	7
CN(CC(=O)Nc1cccc(F)c1)C(=O)CSc1ccccc1	0	-0.1	0.2	0	-5	1.8	3	-0.9	16	0	-8
CC1=NN(/C(=N\c2nnc(C)s2)Nc2ccccc2)[C@H](c2cccc3ccccc23)S1	15	2.7	-2.0	-9	2	1.0	2	-2.0	-1	0	1
COC(=O)c1ccc(/C=N/NC(=O)C2CC(=O)N(c3ccc(F)cc3)C2)cc1 (stereo not drawn)	-13	0.8	-0.2	-11	2	3.4	0	-1.5	-6	0	-7
CC(=O)N1CCN(C(=O)CN2C(=O)NC(C)(c3ccc4ccccc4c3)C2=O)CC1 (stereo not drawn)	-13	-0.7	0.8	-8	-1	0.6	-2	3.4	3	-10	4
Cc1ccc(NCC(=O)N/N=C\c2ccc([N+](=O)[O-])o2)cc1	-4	4.3	8.4	-13	1	6.5	0	-0.3	-16	-4	-6
C=CCNc1oc(-c2cccs2)nc1C#N	4	0.2	2.4	-4	-7	4.9	3	5.2	18	-3	1
COc1cc(NC(=O)CCc2nnc3ccc(N4CCCCC4)nn23)cc(OC)c1OC	-14	-3.5	-0.5	-7	8	1.4	4	-1.3	11	3	0
CCN1CCN(c2ccc(NC(=O)COc3ccc(Cl)cc3C)cc2)CC1	31	1.3	2.7	-9	-4	2.9	0	-0.5	7	3	-1
Cc1cccc(NC(=O)Cc2nc(-c3c[nH]c(C(=O)N4CCCC4)c3)cs2)c1	.	.	.	2	8	1.5	1	0.8	-48	-4	-1
O=[N+]([O-])c1cccc(-c2ccn[nH]2)c1	-6	-0.8	3.2	1	3	3.2	2	0.8	13	-3	-5
COc1ccc(-c2nnc(SCC(=O)c3cccs3)o2)c(OC)c1	-15	0.6	2.7	-5	0	0.6	0	-1.5	-23	-1	4
O=C(Nc1ccc(F)c(Cl)c1)Nc1csc2ccccc12	-14	6.4	9.0	-7	9	9.4	-4	-2.5	-28	1	-6
CCOc1cc(/C=N\NC(=O)Cn2nnc3ccccc32)ccc1O	-4	0.8	2.5	-7	-2	2.0	-1	-0.4	4	7	-10
COC(=O)c1oc2ccc(Cl)cc2c1NC(C)=O	-1	-2.5	-0.1	2	1	1.9	-4	0.4	-2	7	17
COc1ccc(N2CCN(CC(=O)Nc3cc(C)cc(C)c3)CC2)cc1	-14	-0.3	0.5	-5	2	2.6	-2	0.7	-6	-3	5
CCOc1ccc(/C(CCC(=O)O)=N/NC(=O)c2cccc(S(=O)(=O)Nc3ccccc3OC)c2)cc1	-8	0.9	1.3	-5	3	3.2	1	-2.4	-11	-6	2
COc1ccc(CN2CN(C3CCCC3)CSC2=S)cc1	.	-2.1	-1.3	0	-2	0.1	2	0.2	5	3	5
CCOc1ccccc1NC(=O)Cn1nnc(C(=O)Nc2ccccc2Cl)c1N	.	.	.	-9	2	2.7	-3	-1.3	-29	-23	-9
Cc1ccc2c(c1C)NC(=O)CC(c1ccccc1O)=N2	4	-2.4	0.6	-3	3	4.2	1	-3.8	-7	-16	-2
